VLA-4 inh – inhibition in human VLA-4 binding assay, primary screen, VLA-4 allosteric modulator project, MLPCN library, flow cytometry, VLA-4 expressing cells | Integrin alpha-4 (Homo sapiens), P13612 | inhibition, % (about 7 µM as worked out from the volumes in the protocol) | ligand binding flow cytometry | 0.2% of 330,000 active | AID 2557, 2010; in the data active = inhibition above about 50%
MCL1 BIM primary – inhibitors of MCL1 binding to BIM-BH3, primary screen, biochemical, fluorescence polarization. GST-MCL1 / FITC-Bim-BH3 fluorescence polarization. 0.68% of 320,000 active. Induced myeloid leukemia cell differentiation protein Mcl-1 (Homo sapiens), Q07820. AID 2057, 2009. inhibition, % at 10.9 µM;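 active = inhibition above the mean inhibition of all tested compounds plus 3 SD, set per campaign, cut at about 40% in these data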;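 also: 0% = DMSO wells and 100% = unlabeled Bim-BH3 peptide control; higher means more loss of mP so more displacement of Bim peptide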
MEX-5 binding – MEX-5 zinc finger RNA-binding disruptors – biochemical, C. elegans, fluorescence polarization, MLPCN library, primary screen. MEX-5/FITC-TCR2 RNA binding; stronger effect = lower value. Zinc finger protein mex-5 (Caenorhabditis elegans), Q9XUB2. activity score (negative = inhibition of binding), % at 10 µM. 0.38% of 300,000 active;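 active = inhibition past about -25% in most replicates, and total fluorescence under double the plate's negative control median, limit read from the data; inconclusive = replicates evenly split on the limit, or fluorescence at least double controls; inactive = too little inhibition in most replicates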;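 also: 0% = DMSO and -100% = 5 µM competing unlabeled TCR2 RNA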
Target sequence (Q9XUB2 whole entry, looked up): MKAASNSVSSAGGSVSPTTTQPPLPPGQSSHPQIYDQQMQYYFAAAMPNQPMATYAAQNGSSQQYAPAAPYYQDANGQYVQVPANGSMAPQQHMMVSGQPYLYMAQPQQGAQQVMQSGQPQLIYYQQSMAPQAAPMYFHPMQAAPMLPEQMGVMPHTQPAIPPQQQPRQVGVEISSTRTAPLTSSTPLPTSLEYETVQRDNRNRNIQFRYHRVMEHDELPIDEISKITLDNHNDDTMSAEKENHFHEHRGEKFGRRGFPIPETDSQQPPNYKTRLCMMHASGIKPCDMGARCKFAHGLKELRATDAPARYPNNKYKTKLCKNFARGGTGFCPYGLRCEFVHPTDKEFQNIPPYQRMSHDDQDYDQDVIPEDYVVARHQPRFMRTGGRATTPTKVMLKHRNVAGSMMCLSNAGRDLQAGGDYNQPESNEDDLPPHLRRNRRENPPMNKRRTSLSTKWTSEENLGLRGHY
GLD-1 RNA inh – GLD-1/TGE RNA complex disruptors, primary screen, biochemical, fluorescence polarization; purified GLD-1 + fluorescein TGE RNA; inhibition, % at 5.96 µM; 0.44% of 320,000 active; AID 2280, 2010;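 active = percent inhibition above a per-plate cutoff, the plate mean of test compounds plus 3 SD, cut at about 30% in these data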;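 also: 0% = DMSO wells with GLD-1 and probe and 100% = wells lacking GLD-1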
Target sequence (Q17339 whole entry, looked up): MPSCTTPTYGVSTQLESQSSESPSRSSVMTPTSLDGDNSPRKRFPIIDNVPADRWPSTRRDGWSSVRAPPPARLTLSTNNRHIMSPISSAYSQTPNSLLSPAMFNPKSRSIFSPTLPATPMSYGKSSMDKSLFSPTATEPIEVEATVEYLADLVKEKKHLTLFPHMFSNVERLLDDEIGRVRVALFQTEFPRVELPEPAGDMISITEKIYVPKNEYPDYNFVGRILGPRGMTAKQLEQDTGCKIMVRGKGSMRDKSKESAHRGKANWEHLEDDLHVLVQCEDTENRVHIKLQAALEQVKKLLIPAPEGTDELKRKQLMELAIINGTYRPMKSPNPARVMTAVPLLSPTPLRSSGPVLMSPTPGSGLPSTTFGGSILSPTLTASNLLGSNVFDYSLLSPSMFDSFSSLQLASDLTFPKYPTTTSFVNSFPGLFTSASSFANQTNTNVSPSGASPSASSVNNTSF
CIT2-GFP yeast – modulators of CIT2-GFP expression in yeast, primary screen, S. cerevisiae, GFP fusion, multiplex flow cytometry, MLPCN library; 0.065% of 320,000 active; GFP response vs DMSO, % at 10 µM; S. cerevisiae CIT2-GFP strain, 3 h; 100 means same as DMSO wells;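 active = GFP response relative to DMSO above a set limit, near the screen mean plus 3 SD, cut at about 150% in these data; inconclusive = Fewer than 70 cells measured for a yeast strain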;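 also: ratio of well median GFP fluorescence to mean of DMSO wells on the plate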
GRK2 aptamer HTS – compounds blocking aptamer binding on GRK2 – biochemical, human GRK2, bead flow cytometry, HTS, primary screen. Beta-adrenergic receptor kinase 1 (Homo sapiens), P25098. FAM-aptamer displacement from GRK2. inhibition of aptamer binding, % at 10 µM. 0.59% of 330,000 active. AID 488847, 2010;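 active = inhibition of aptamer binding above 40%, roughly 3 SD of noise, on plates passing a quality check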;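 also: median bead fluorescence of bound FAM aptamer so fluorescent compounds give negative values; no value below 0 was filed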
BCLXL inh – inhibitors of human Bcl-xL, primary screen, biochemical, fluorescence polarization, HTS. 0.7% of 320,000 active. inhibition, % at 10.9 µM. Bcl-2-like protein 1 (Homo sapiens), Q07817. GST-Bcl-xL / FITC-Bim BH3 peptide fluorescence polarization;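 active = inhibition above the mean of all tested compounds plus 3 SD, cutoff set per campaign, cut at about 30% in these data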;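 also: 0% = DMSO wells and 100% = unlabeled Bim-BH3 peptide competitor; inhibitors lower millipolarization by displacing the labeled peptide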
AGP1 TOR yeast – modulators of AGP1-GFP expression in yeast TOR pathway, primary screen, cell-based, multiplex flow cytometry, S. cerevisiae, MLPCN library; 3 h; GFP as percent of DMSO wells; 0.02% of 320,000 active; GFP response vs DMSO, % at 10 µM;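 active = GFP response relative to DMSO above a set limit, near screen average plus 3 SD, cut at about 150% in these data; inconclusive = fewer than 70 cells counted for the yeast strain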;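 also: median GFP channel fluorescence of the gated AGP1 strain per well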
Fam108B inh – mouse Fam108B serine hydrolase inhibitors, primary screen, counter-screen for RBBP9 inhibitor project, biochemical, fluorescence polarization; recombinant Fam108B, FP-Rh probe fluorescence polarization; 0.33% of 300,000 active; inhibition, % at 9.51 µM; AID 1947, 2009;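 active = inhibition above the screen mean inhibition plus 3 SD, computed separately per campaign, cut at about 18% in these data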;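 also: inhibitors lower polarization as less probe binds the enzyme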
The depositor's hits bear a star; ? = inconclusive; nt = not tested or not shown; [ ] = another dose, or the depositor's remark. The order is random. About 2.2% of those tested had a hit in this group.

Values run as follows: VLA-4 inh	MCL1 BIM primary	MEX-5 binding	GLD-1 RNA inh	CIT2-GFP yeast	GRK2 aptamer HTS	BCLXL inh	AGP1 TOR yeast	Fam108B inh
OCC[C@@H]1C[C@@H](O)[C@H](O)[C@@]2(CCCc3ccccc3O2)O1
 : -11	-6	2.7	-1	80	0	1	82	-3
CC(=O)c1cccc(NC(=S)N2CCN(c3ccccn3)CC2)c1
 : -2	7	0.5	4	111	7	-3	106	-5
C=CCN(C(=O)Cn1ncc2c1-c1cc(C)ccc1OC2)c1ccccc1
 : -21	6	3.2	-3	106	2	3	101	-3
Cc1cc(Cl)ccc1NC(=S)NCc1ccccc1
 : -3	8	-2.3	2	nt	0	0	?	-1
O=C1c2ccccc2C(=O)C1c1ccncc1
 : 23	-1	1.2	1	104	0	4	97	2
CCC1(CC)NC(=S)N(Nc2ccccc2)C1=O
 : 3	8	-2.4	-5	100	1	1	98	4
Fc1ccccc1COc1ccccc1/C=N/Nc1nc(N2CCCC2)nc(N2CCCC2)n1
 : 8	7	-0.9	-3	109	0	5	104	0
CC(=O)c1ccc(OCC(=O)Nc2ccccc2N2CCCC2)cc1
 : 10	1	-4.9	5	98	0	-2	89	0
CCCn1c(=O)[nH]c(=O)c2c1nc(-c1ccc3c(c1)OCCO3)n2CCN1CCOCC1
 : 21	6	1.5	-1	98	2	4	103	1
CC(C)(C)NC(=O)NC(=O)COC(=O)CNS(=O)(=O)c1ccc(Br)cc1Cl
 : 0	0	1.4	1	100	1	4	96	1
O=C(NC1CCSC1=O)c1cccc(Cl)c1 (centres undefined)
 : -46	5	1.1	2	nt	4	2	103	-1
COc1ccc(NC(=O)CCNC(=O)c2ccco2)cc1OC
 : 19	-10	0.4	0	100	1	7	99	-4
COc1ccc([N+](=O)[O-])cc1NCC(=O)c1ccc(C)cc1
 : 2	2	-0.5	-6	101	0	1	98	-3
Cc1cc(C(=O)N2CCc3ccccc32)c2ccccc2n1
 : 0	9	-1.9	-2	99	0	3	103	3
CCn1nnnc1SCC(=O)c1cccc(OC)c1
 : 6	-7	-0.2	-5	111	2	10	112	1
COc1ccc(N(C(=O)c2ccccc2OC)C2C=CS(=O)(=O)C2)c(OC)c1 (centres undefined)
 : 13	2	1.2	3	103	7	3	100	1
Cc1nc2ccc(NS(=O)(=O)c3ccc(F)cc3)cc2s1
 : -48	3	-0.9	3	105	0	1	105	12
CC(C)(C)OC(=O)N1CCC[C@H]1c1nnc(SCC(=O)Nc2ccc(Br)cc2)o1
 : 11	8	-0.6	0	95	3	6	101	1
O=C(CCSc1nnc2ccccn12)Nc1ccc(F)cc1
 : 13	4	-0.7	1	101	0	-1	100	6
Cc1cc(C(=O)COC(=O)c2ccc3c(c2)NC(=O)CS3)c(C)n1CCc1ccc(Cl)cc1
 : -15	9	-2.9	-2	101	0	7	99	-5
Cc1cc(CNC(=O)c2ccc3nc(Cc4ccccc4F)oc3c2)nn1C
 : 2	1	2.4	-2	95	3	6	90	0
CCCNC(=O)N(CCOC)CC1CCCN(C2Cc3ccccc3C2)C1 (centres undefined)
 : 0	-3	-0.2	0	105	0	3	103	3
O=C(c1ccc(F)cc1)C1CCN(S(=O)(=O)c2ccccc2)CC1
 : 4	8	-0.7	-2	?	4	3	19[may fluoresce violet]	-2
COCCCN1C(=O)C2C(C(=O)Nc3cc(C)cc(C)c3)C3C=CC2(O3)C1C(=O)NC1CCCCC1 (centres undefined)
 : 2	1	-0.2	-2	86	2	4	57	0
COc1cc(/C=N/NC(=O)c2nc3ccccn3c2C)cc(OC)c1O
 : -4	1	0.6	2	106	0	2	101	3
COC(=O)c1ccc(COc2ccc(/C=N/O)cc2OC)o1
 : -7	1	0.4	-4	96	1	1	102	3
Cn1c(=O)n(C)c2cc(NS(=O)(=O)c3ccc(F)cc3)ccc21
 : 7	-2	0.1	5	nt	2	1	113	-3
O=C(Nc1ccc2c(c1)OCCO2)C1CCN(C(=O)c2ccc(Cl)cc2)CC1
 : -7	-9	-1.5	3	107	5	1	104	0
CC(=O)N1CC(c2ccccc2)C(c2ccc(Cl)cc2)=N1 (centres undefined)
 : 10	8	1.2	-1	94	4	3	108	-2
Cc1onc(-c2ccc3c(c2)OCO3)c1-c1ccc2[nH]ccc2c1
 : 7	-2	-2.5	9	97	6	0	96	-3
N#CCC(=O)Nc1cc(C(F)(F)F)ccc1N1CCOCC1
 : 0	1	0.5	5	93	1	0	94	-7
Cn1c(=O)n(C)c2cc(CN3C(=O)OC(C)(C)C3(C)O)ccc21 (centres undefined)
 : 35	-3	1.7	3	91	0	2	103	4
Cc1c(S(=O)(=O)N2CCN(c3ccccc3)CC2)c(=O)n(C)c(=O)n1C
 : 0	6	nt	1	100	6	7	106	0
COc1cccc(OCCCCSc2ncccn2)c1
 : 7	7	2.3	0	95	4	4	95	-4
COCCN(C(=O)CSc1nc2ccc(Cl)cc2[nH]1)c1c(N)n(Cc2ccccc2)c(=O)[nH]c1=O
 : -4	8	-4.9	5	98	0	4	99	2
Cc1ccc(Nc2ccc(C(F)(F)F)cc2[N+](=O)[O-])cc1
 : 4	-3	-1.0	-3	?	2	7	22[may fluoresce violet]	4
Cc1ccc(-n2sc3ccccc3c2=O)cc1
 : 14	13	1.2	8	93	0	-22	77	4
CC1CCN(C(=O)c2ccc(-n3cnnn3)cc2)CC1
 : 21	7	1.5	-5	109	3	10	28	-2
CC(=O)Nc1ccc(SCC(=O)NC(=O)c2ccc(S(=O)(=O)N(C)C)cc2)cc1
 : 22	nt	nt	-1	96	3	nt	96	nt
CC(C)(O)C#Cc1ccc(C(=O)N2CCC(C(N)=O)(N3CCCCC3)CC2)cc1
 : -8	1	-1.2	-1	105	3	9	96	2
N#Cc1c(C(F)(F)F)cc(-c2ccc(F)cc2)nc1SCC(=O)O
 : -5	-3	4.1	-3	95	4	5	106	0
CN(C)/C=C1/NC(=S)NC1=O
 : -2	11	0.3	-10	92	5	0	95	-4
COCCOC1CCN(C(=O)c2cc(COc3ccc(F)cc3F)on2)CC1
 : -2	-1	0.6	5	107	0	5	106	5
CC1(C)Cc2c(c(-c3ccco3)nc3sc4c(NCCO)ncnc4c23)CO1
 : 0	1	-4.2	-1	106	0	4	101	-1
Cc1cc(C(=O)COC(=O)CC2Sc3ccccc3NC2=O)c(C)n1-c1ccccc1 (centres undefined)
 : 21	-1	0.6	-2	108	1	-2	102	-2

(next part)
| Structure | VLA-4 inh | MCL1 BIM primary | MEX-5 binding | GLD-1 RNA inh | CIT2-GFP yeast | GRK2 aptamer HTS | BCLXL inh | AGP1 TOR yeast | Fam108B inh |
| --- | --- | --- | --- | --- | --- | --- | --- | --- | --- |
| COc1ccc(/C=N/NC(=O)c2cc(-c3ccc4c(c3)OCO4)n[nH]2)cc1OC | -9 | 6 | 4.9 | 4 | 102 | 0 | 3 | 106 | -8 |
| CC(C)(CO)NS(=O)(=O)c1ccc2c(c1)oc(=O)c1cc(S(=O)(=O)NC(C)(C)CO)ccc12 | 16 | -2 | -0.1 | 1 | 94 | 0 | 9 | 91 | -5 |
| O=C(NC(Nc1ccccn1)C(Cl)(Cl)Cl)c1ccccc1 (centres undefined) | 21 | 1 | 2.6 | 5 | 102 | 0 | 0 | 98 | -3 |
| COc1ccc(C2C(C(C)=O)=C(C)N=c3s/c(=C\c4ccco4)c(=O)n32)c(OC)c1 (centres undefined) | 13 | -5 | 1.0 | -4 | 89 | 8 | -3 | 99 | 1 |
| Cc1ccc(C)c(-n2c(CNc3ccc(F)cc3)nnc2SCC(N)=O)c1 | 6 | -1 | -0.8 | 1 | 106 | 1 | -2 | 106 | -1 |
| CC(=O)c1ccc(NC(=O)C(C)N(C)CC(=O)Nc2ccc(N3CCOCC3)cc2)cc1 (centres undefined) | -14 | 2 | 0.7 | -7 | 99 | 1 | 7 | 105 | 0 |
| COc1ccc2c(/C=N/Nc3ccc(C(=O)O)cc3)c[nH]c2c1 | -11 | -42 | 3.6 | -26 | 93 | 2 | -2 | 88 | 5 |
| O=C(CCNS(=O)(=O)c1cccc2nsnc12)N1CCN(c2ccccn2)CC1 | 16 | 12 | -0.8 | 4 | 113 | 0 | 9 | 99 | 6 |

Entries listed so far containing a nitro group on carbon, in the order listed:
| Structure | VLA-4 inh | MCL1 BIM primary | MEX-5 binding | GLD-1 RNA inh | CIT2-GFP yeast | GRK2 aptamer HTS | BCLXL inh | AGP1 TOR yeast | Fam108B inh |
| --- | --- | --- | --- | --- | --- | --- | --- | --- | --- |
| COc1ccc([N+](=O)[O-])cc1NCC(=O)c1ccc(C)cc1 | 2 | 2 | -0.5 | -6 | 101 | 0 | 1 | 98 | -3 |
| Cc1ccc(Nc2ccc(C(F)(F)F)cc2[N+](=O)[O-])cc1 | 4 | -3 | -1.0 | -3 | ? | 2 | 7 | 22[may fluoresce violet] | 4 |

The listing continues:
| Structure | VLA-4 inh | MCL1 BIM primary | MEX-5 binding | GLD-1 RNA inh | CIT2-GFP yeast | GRK2 aptamer HTS | BCLXL inh | AGP1 TOR yeast | Fam108B inh |
| --- | --- | --- | --- | --- | --- | --- | --- | --- | --- |
| COc1ccc(C(=O)NCC(c2ccco2)N2CCc3ccccc32)cc1 (centres undefined) | 11 | 0 | 1.7 | -2 | 106 | 1 | 2 | 113 | 0 |
| Cc1onc(-c2ccccc2)c1C(=O)N1CCN(c2ccccn2)CC1 | -7 | 3 | -2.6 | 3 | 111 | 0 | 4 | 101 | 1 |
| CCOC(=O)Cc1csc(NC(=O)CSc2cc(Cl)ccc2Cl)n1 | 6 | 6 | -1.4 | 3 | 97 | 1 | -1 | 97 | -4 |
| CCOC(=O)CSC1=N/C(=C\c2cc(OC)c(OC)c(OC)c2)C(=O)N1C | 11 | 6 | -0.5 | 9 | 106 | 0 | 5 | 106 | -4 |
| CC(C)(C)CNc1cc(N2CCOCC2)ccc1[N+](=O)[O-] | 4 | -2 | 1.9 | 4 | 103 | 0 | 1 | 99 | 3 |
| O=C1c2c(O)cc(O)cc2O[C@H](c2ccc(O)cc2)[C@H]1O | 50* | 0 | -3.0 | 2 | 100 | 0 | 2 | 103 | -1 |

Sorted by the number under MCL1 BIM primary (highest first): some entries from above
SMILES	VLA-4 inh	MCL1 BIM primary	MEX-5 binding	GLD-1 RNA inh	CIT2-GFP yeast	GRK2 aptamer HTS	BCLXL inh	AGP1 TOR yeast
Cc1onc(-c2ccccc2)c1C(=O)N1CCN(c2ccccn2)CC1	-7	3	-2.6	3	111	0	4	101
COc1ccc(C(=O)NCC(c2ccco2)N2CCc3ccccc32)cc1 (centres undefined)	11	0	1.7	-2	106	1	2	113
CC(C)(C)CNc1cc(N2CCOCC2)ccc1[N+](=O)[O-]	4	-2	1.9	4	103	0	1	99

Assay outcomes deposited in PubChem BioAssay by several laboratories.
